# Screening results from PubChem BioAssay.
# RmlCD inh 1536: M. tuberculosis RmlC/RmlD coupled enzyme inhibitors, primary screen, biochemical, compound mixtures, 384-well, from 1536-well plates; dTDP-4-dehydrorhamnose reductase (Mycobacterium tuberculosis (strain ATCC 25618 / H37Rv)) …; RmlC+RmlD coupled enzyme assay, percent inhibition; primary screen in compound mixtures; inhibition, % at 3.6 µM; actives 0.03% (n = 160,000); AID 1533, 2009; in the data active = inhibition mostly above about 34%, no sharp cut-off; also: some results filed as inactive read as strong as hits
# Target sequence (P9WH09 whole entry, looked up): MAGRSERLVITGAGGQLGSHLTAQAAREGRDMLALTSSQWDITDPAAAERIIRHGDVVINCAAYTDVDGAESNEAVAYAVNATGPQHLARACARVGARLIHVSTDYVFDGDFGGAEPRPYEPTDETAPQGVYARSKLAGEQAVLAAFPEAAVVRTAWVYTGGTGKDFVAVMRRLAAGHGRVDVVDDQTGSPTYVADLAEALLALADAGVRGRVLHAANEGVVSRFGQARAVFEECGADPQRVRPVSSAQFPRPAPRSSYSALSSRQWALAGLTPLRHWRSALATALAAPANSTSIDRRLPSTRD
# Target sequence (P9WH11 whole entry, looked up): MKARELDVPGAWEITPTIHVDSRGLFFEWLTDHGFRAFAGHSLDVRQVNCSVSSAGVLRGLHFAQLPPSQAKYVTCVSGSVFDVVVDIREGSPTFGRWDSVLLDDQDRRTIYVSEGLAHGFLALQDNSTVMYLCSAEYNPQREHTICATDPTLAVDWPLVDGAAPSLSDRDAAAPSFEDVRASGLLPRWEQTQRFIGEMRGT
# GlmU inhibition: inhibition of mycobacterial GlmU enzyme – biochemical, glucosamine-1-phosphate acetyltransferase (AID 1376). M. tuberculosis GlmU acetyltransferase enzyme assay; higher % means a stronger effect. Bifunctional protein GlmU (Mycobacterium tuberculosis (strain ATCC 25618 / H37Rv)). inhibition, %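 (tested at 30 µM in the primary screen)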, or IC50 in µM where a hit was titrated. actives 0.25% (n = 220,000); in the data active = inhibition above about 13%;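 also: 0% = complete reaction with vehicle and 100% = reaction without substrate; strong numbers were not always called active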
# * = called active by the depositor; . = no result given.
SMILES,RmlCD inh 1536,GlmU inhibition
CC(=O)c1ccc2c(c1)OCCOCCOCCOCCOCCO2,-6,-1.4%
Cc1sc2ncn3cnnc3c2c1C,.,3.1%
N#Cc1ccc(-c2csc(-c3ccno3)n2)cc1,19,2.6%
C/C(=N\NC(=O)CC1N=C(Cc2ccccc2)NNC1=O)c1ccc(Br)cc1 (configuration not stated),-1,-1.4%
O=C(COC(=O)c1ncc(Cl)c(Cl)c1Cl)Nc1ccccc1OC(F)F,6,0.2%
COc1ccc(/C=N/Nc2nc(-c3cccc(S(=O)(=O)N4CCCC4)c3)cs2)c(OC)c1,-1,-1.5%
O=C(c1cn(CC(=O)N2CCCCC2)c2ccccc12)C1CC1,-18,-4.6%
Cc1ccc(N(C(C)C(=O)N2CCCCC2)S(C)(=O)=O)cc1C (configuration not stated),.,5.1%
COc1cc(OC)cc(C(=O)NNC(=O)c2ccc(S(=O)(=O)N3CC(C)OC(C)C3)cc2)c1 (configuration not stated),-9,4.9%
CCn1c(C)c(C(C)=O)c(N2CCN(c3ccccn3)CC2)nc1=S,.,-6.0%

# One compound at a time, as listed above:
# O=C(COC(=O)c1ncc(Cl)c(Cl)c1Cl)Nc1ccccc1OC(F)F across the screens: RmlCD inh 1536: 6; GlmU inhibition: 0.2%
# N#Cc1ccc(-c2csc(-c3ccno3)n2)cc1 across the screens: RmlCD inh 1536: 19; GlmU inhibition: 2.6%
# C/C(=N\NC(=O)CC1N=C(Cc2ccccc2)NNC1=O)c1ccc(Br)cc1 (configuration not stated) across the screens: RmlCD inh 1536: -1; GlmU inhibition: -1.4%

# Given with tabs: part of the list above
molecule	RmlCD inh 1536	GlmU inhibition
O=C(c1cn(CC(=O)N2CCCCC2)c2ccccc12)C1CC1	-18	-4.6%
COc1cc(OC)cc(C(=O)NNC(=O)c2ccc(S(=O)(=O)N3CC(C)OC(C)C3)cc2)c1 (configuration not stated)	-9	4.9%

# These rows are one share of the data; rates above refer to the full screens.
